SR-BI uptake up: activators of SR-BI mediated HDL lipid uptake | CHO ldlA[mSR-BI] cells, DiI-HDL uptake fluorescence, 3 h; 100 = double the neutral-control signal | activation, % at 12.5 µM | 320,000 tested, 0.096% active;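 active = mean replicate activation of at least 60% and every replicate at or above 60%; inconclusive = mean or all-replicate condition met, but not both; inactive = mean below 60% and not all replicates reaching 60%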;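 also: 0% = median plate neutral-control signal and 100% = twice that signal; values of inactives mirror those of a sister screen read the other way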
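Test system: SR-BI-overexpressing, LDLR-lacking CHO cells; Also added: labelled HDL, 10 µg/mL; Measured by: bottom-read cell fluorescence after medium removal, ex 550/em 595 nm; Timing: 3 h uptake period with compound, 37 °C; Buffer or medium: F12, 0.5% BSA, 25 mM HEPES; Doses: single compound concentration, delivered by pin transfer.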
AddAB inh: less growth of phage-infected E. coli with AddAB; E. coli expressing H. pylori AddAB, absorbance growth; inhibition, % at 11.9 µM; 330,000 tested, 0.29% active; AID 435030; in the data active = inhibition above about 12%;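 also: 0% = vehicle wells of infected cells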
Wnt bcat act: activates Wnt/beta-catenin signaling in a reporter cell assay | activator, plate reader | activation, % at 9.35 µM | 300,000 tested, 1.2% active; in the data active = activation above about 30%, passing the limit was not always enough; inconclusive = no clear call, values can overlap the other calls;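 also: 0% = neutral control wells and 100% = positive control wells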
CAL PDZ FP-1: blocks peptide binding to the human CAL PDZ domain | AID 602252 | 300,000 tested, 0.92% active | inhibition, % at 24.9 µM | purified CAL PDZ, TMR-peptide fluorescence polarization, 1 h;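 active = mean inhibition of at least 30% with at least half of replicates also reaching 30%; inconclusive = no clear call, values can overlap the other calls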;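 also: 0% = DMSO neutral control and 100% = excess unlabeled competitor peptide PRC23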
Tat transport: blocks Tat-dependent protein export in E. coli; E. coli MC4100 TorA-mCherry Tat export, fluorescence; inhibition, % at 10 µM; 340,000 tested, 0.036% active; AID 488895;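 active = mean replicate inhibition at least 50% and at least half of replicates individually reaching 50%; inconclusive = only one of the two criteria met; inactive = neither criterion met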;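 also: exported cargo escapes ClpAP degradation while cytoplasmic cargo is degraded and loses fluorescence; 0% = median of neutral control wells and 100% = median of NaSCN control wells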
CAL PDZ FP-2: human CAL PDZ-peptide interaction inhibition; purified CAL PDZ, TMR-peptide fluorescence polarization, 1 h; 330,000 tested, 0.02% active; Q9HD26; inhibition, % at 20 µM; AID 504414;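 active = highest replicate inhibition of at least 40%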;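 also: plate controls were DMSO neutral control wells for no effect and unlabeled competitor peptide control wells for full effect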
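System: purified tagged CAL PDZ domain construct (CerCALP). Schedule: 1 h incubation at room temperature before polarization reading. Medium: 25 mM sodium phosphate pH 7.4, 150 mM NaCl, TCEP, IgG, Thesit. Read-out: percent inhibition from loss of millipolarization. Measured by: FP readout, S and P plane fluorescence. Probe or stimulus: fluorescent TMR peptide probe.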
SR-BI DiI inh: inhibitors of mouse SR-BI mediated HDL lipid uptake. Q61009. ldlA[mSR-BI] CHO cells, DiI-HDL uptake fluorescence, 3 h. inhibition, % at 12.5 µM. 320,000 tested, 0.96% active. AID 488896;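 active = mean replicate inhibition of at least 70% and a set share of replicates each scoring 70 or more; inconclusive = meets just one of the two criteria; inactive = fails both criteria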;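 also: 0% = median of neutral control wells and 100% = median of positive control wells; values of inactives mirror those of a sister screen read the other way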
Target sequence (Q61009 whole entry, looked up): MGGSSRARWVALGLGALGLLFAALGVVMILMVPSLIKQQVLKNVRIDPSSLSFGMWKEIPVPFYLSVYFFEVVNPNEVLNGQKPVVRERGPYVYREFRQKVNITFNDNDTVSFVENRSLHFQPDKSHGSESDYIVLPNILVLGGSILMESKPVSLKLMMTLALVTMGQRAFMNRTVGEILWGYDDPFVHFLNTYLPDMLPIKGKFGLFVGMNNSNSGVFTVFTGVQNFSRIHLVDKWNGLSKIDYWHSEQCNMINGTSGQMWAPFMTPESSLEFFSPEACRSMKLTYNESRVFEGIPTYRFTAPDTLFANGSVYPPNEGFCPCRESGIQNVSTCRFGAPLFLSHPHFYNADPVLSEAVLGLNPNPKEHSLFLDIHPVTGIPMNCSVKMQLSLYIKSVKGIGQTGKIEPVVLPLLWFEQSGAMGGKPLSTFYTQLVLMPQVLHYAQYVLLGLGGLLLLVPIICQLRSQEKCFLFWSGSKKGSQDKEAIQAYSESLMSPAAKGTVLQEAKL
Ecoli viability: counter-screen for AddAB inhibitors: E. coli growth inhibition; E. coli V3065 growth, OD600 absorbance, 18 h; inhibition, % at 11.9 µM; 330,000 tested, 0.27% active;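 active = inhibition above the campaign's mean inhibition across all tested compounds plus 3 SD, cut at about 9.9% in these data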;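 also: uninfected addAB+ strain grown without phage in ampicillin broth; 0% = DMSO wells and 100% = ciprofloxacin 0.95 µg/ml wells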
phage Ecoli inh: E. coli growth loss with phage present. AID 651602. inhibition, % at 11.9 µM. 360,000 tested, 0.26% active. growth absorbance; in the data active = inhibition above about 11%
MITF TRPM1 HTS: MITF TRPM1 promoter activation in melanoma cells; SK-MEL-5 TRPM1-promoter luciferase, 24 h; % of positive control, neutral wells = 0; activation, % at 12.5 µM; 300,000 tested, 0.75% active;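 active = mean activation of at least 80% with every replicate also reaching 80%; inconclusive = mean reaches 80% but some replicate falls short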;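 also: 0% = neutral control wells and 100% = parthenolide positive control wells; values of inactives mirror those of a sister screen read the other way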
* hit, by the source's call; u = inconclusive; x = not tested or not shown.

Under each structure – CAL PDZ FP-2	Tat transport	AddAB inh	Ecoli viability	phage Ecoli inh	SR-BI uptake up	Wnt bcat act	SR-BI DiI inh	CAL PDZ FP-1	MITF TRPM1 HTS
> CC(=O)c1ccc(-c2nc3ccccc3n2C)o1
 : -0.1	2	2.0	-0.4	1.7	2	x	-2	0	27
> O=C1CCC2CCCCC2(O)O1 (centres undefined)
 : -0.4	-4	-1.9	-0.6	1.4	-3	x	3	-5	4
> CCCC(=O)Nc1c(O)c2ccccc2[nH]c1=O
 : -2.6	-4	2.5	-2.6	0.0	-3	3	3	-3	x
> O=C(N1CCN(c2cccc(Cl)c2)CC1)C1(c2cccs2)CCOCC1
 : -2.0	4	1.7	1.0	2.1	2	x	-2	-1	4
> Cc1nc2ncnn2c(C)c1CCC(=O)NCCC1=CCCCC1
 : -0.6	-4	2.5	-1.4	3.7	7	-3	-7	-6	5
> O=C(CSc1nnc2ccccn12)c1ccc(Cl)cc1
 : -2.8	-3	1.9	2.2	5.0	18	36*	-18	x	38
> CCOc1ccccc1N1CCN(Cc2ccc(OC)c(OC)c2OC)CC1
 : -2.3	2	-0.3	-1.7	0.1	15	x	-15	x	6
> COc1cc(C(=O)Nc2ccc(S(=O)(=O)Nc3onc(C)c3C)cc2)cc(OC)c1OC
 : -4.4	14	3.6	0.5	0.1	-7	x	7	-4	0
> CC(=O)C1=C(C)NC(=O)NC1c1cc(Br)ccc1OCC(N)=O (centres undefined)
 : -1.4	1	1.4	-0.7	0.4	23	-1	-23	0	-7
> CCOP(=O)(OCC)c1nc(-c2ccc(Cl)cc2Cl)oc1N1CCOCC1
 : 0.2	-1	0.2	0.4	2.1	-24	2	24	x	-4
> Cc1cc(C(=O)N2CCc3ccccc32)n(-c2ccccc2)n1
 : -1.2	-2	-1.0	0.9	3.4	6	-11	-6	-4	x
> CCOCCCNC(=O)C(Cc1ccccc1)NC(=O)c1ccco1 (centres undefined)
 : -0.8	-10	4.2	0.2	2.3	-6	0	6	0	x
> CC1(C)CCC[C@@]2(C)CC=C(C(=O)O)[C@@H]3C[C@]312
 : 0.0	-1	2.5	-0.5	3.1	1	-1	-1	1	-1
> Cc1ccc(C2(C)CC(C)(C)N(C(=O)CSc3nnc(C)s3)c3ccccc32)cc1 (centres undefined)
 : -2.5	7	-1.5	-1.0	0.4	9	-11	-9	-3	3
> COc1ccc(C(=O)Nc2nc3ccccc3s2)c(OC)c1
 : -2.7	10	1.7	0.2	-0.9	-22	-9	22	-7	x
> CN(Cc1cn[nH]c1-c1ccc2c(c1)OCO2)C1CCOCC1
 : -0.9	-16	-0.9	-1.4	0.3	6	1	-6	1	-1
> O=c1c2cc(-c3ccccc3)sc2ncn1-n1cccc1
 : 0.4	7	-2.4	1.9	3.1	-17	27	17	-6	85*
> CCc1ccc(CN(C)C(C)C(=O)NCc2ccccc2)cc1 (centres undefined)
 : x	4	x	x	2.0	7	-1	-7	51*	0
> O=C(NCCCN1CCOCC1)c1cccs1
 : -1.3	-3	2.6	2.5	3.5	34	x	-34	-3	20
> CCN(CCO)Cc1cn[nH]c1-c1ccc(C)c(C)c1
 : -0.1	-2	-1.0	-1.1	-3.1	25	x	-25	x	3
> O=C(O)c1cccc(NS(=O)(=O)c2cc(S(=O)(=O)c3ccc(Cl)cc3)ccc2Cl)c1
 : -0.5	7	2.8	1.2	-2.4	9	1	-9	-2	-4
> Cc1ccc(S(=O)(=O)N2CCC[C@H]2C(=O)Oc2ccccc2)cc1
 : 0.2	0	x	x	0.9	25	-4	-25	-5	2
> CCCN1C(=O)/C(=c2\sc3nc(=O)c(Cc4ccc(C)cc4)nn3c2=O)c2ccccc21
 : -0.8	-3	-0.9	-0.7	4.8	16	-1	-16	7	2
> O=S(=O)(Nc1ncccn1)c1ccc(NC(=S)NCCc2ccc(Cl)cc2)cc1
 : -0.2	3	-1.6	-0.3	3.7	14	-1	-14	0	-17
> COc1cccc(NC(=O)CN(C)C(=O)CNC(=O)c2ccc(C)s2)c1
 : -0.1	-1	x	x	1.9	5	-2	-5	x	0
> CC(=O)c1c(C)[nH]c(C(=O)Nc2cc(C)cc(C)c2)c1C
 : -0.4	2	0.5	-0.1	x	-83	x	83*	-5	12
> CCc1nccn1CCC(=O)NC1CCCc2c1cnn2-c1ccc(F)cc1F (centres undefined)
 : -0.2	0	2.8	-0.8	0.7	x	0	1	x	-16
> CC(NC(=O)Nn1cnnc1)(C(F)(F)F)C(F)(F)F
 : -0.4	-4	1.6	-1.9	2.5	17	0	-17	-6	0
> Clc1ccc(C2[C@H]3CN(Cc4cccnc4)[C@H](c4ccccc4)C34CC2(c2cccnc2)C4)cn1 (some centres undefined)
 : -2.2	5	1.0	-1.5	0.7	17	14	-17	-3	-5
> CCC(c1nnnn1C1CCCC1)N(Cc1cccs1)Cc1cc2cc(C)ccc2[nH]c1=O (centres undefined)
 : -0.7	15	3.1	0.6	1.0	3	x	-3	-3	7
> CCCCNC(=O)CCCn1c(=O)[nH]c2ccc(Br)cc2c1=O
 : -1.0	u	1.0	1.2	3.2	-20	-2	20	-3	x
> CCC(=O)Nc1nnc(S(=O)(=O)N(C)c2cc(C)cc(C)c2)s1
 : -1.0	-5	x	x	-2.0	15	-2	-15	-2	-6
> CCCCS(=O)(=O)Nc1ccc(N2CCOCC2)c(S(=O)(=O)N2CCOCC2)c1
 : -3.1	-11	-3.7	-1.7	2.5	16	0	-16	-2	-1
> O=C1CN(S(=O)(=O)c2cc(Cl)ccc2Cl)CCN1
 : 0.5	-3	0.5	1.9	0.2	22	1	-22	-3	-4
> Cc1cc(C)n2c(SCc3ccccc3Cl)nnc2n1
 : -3.5	6	-0.3	-0.9	1.2	-16	3	16	-5	x
> COc1cc(OC)cc(C(=O)N[C@H](C(=O)OCC(=O)Nc2ccc(C(N)=O)cc2)C(C)C)c1
 : -0.5	-2	-1.1	0.9	3.8	-1	-8	1	1	2
> CC1CCN(C(=O)c2ccc3c(c2)OCCO3)CC1
 : -3.2	5	0.3	-0.8	1.8	15	x	-15	-2	16
> Cc1cc(SCC(=O)OCC(=O)N2CCN(C(=O)c3ccco3)CC2)c(C)cc1Br
 : -1.0	13	-0.3	-1.2	-0.6	12	x	-12	-5	7
> CC1CN(CCCCSc2ccccc2)CC(C)O1 (centres undefined)
 : 0.3	-4	3.8	0.3	4.5	6	-1	-6	x	10
> COCCCNC(=O)Cc1ccc(S(=O)(=O)N2CCOCC2)s1
 : -1.2	8	0.9	-1.2	-1.2	10	55*	-10	43*	-2
> N#CCCN(CCN1CCCC1)S(=O)(=O)c1ccc(-c2ccc([N+](=O)[O-])cc2)cc1
 : x	12	4.6	-0.6	5.7	8	-2	-8	-2	-4
> O=C1C2C3C=CC(CC3)C2C(=O)N1c1ccc2c(c1)OCO2 (centres undefined)
 : -2.4	-7	2.4	2.7	2.0	17	-2	-17	-15	-15
> CCN1CCCC1CNCc1cccc(OC)c1OCc1ccccc1 (centres undefined)
 : -2.4	-5	2.4	-3.4	-0.8	20	2	-20	0	7
> CC(=O)NC12CC3CC(C1)CC(C(=O)Nc1nccs1)(C3)C2
 : -1.2	13	1.6	0.8	2.2	10	x	-10	-1	-3
> Cc1ccc(CNC(=O)CCCn2nc(C)c3c(C)n(-c4ccccc4)nc3c2=O)cc1
 : -0.3	-5	-0.2	-2.1	0.0	-10	1	10	2	1
> NC(CSC1(c2ccc(Cl)cc2)c2ccccc2-c2ccccc21)C(=O)O (centres undefined)
 : -3.5	-1	x	x	-1.3	2	-6	-2	-6	-1
> COc1ccc(C2=CC(=O)OC3(CCCCC3)O2)cc1
 : -1.4	3	1.0	0.7	3.3	-6	-3	6	-5	x
> COC(=O)c1cn(NC(=O)c2cnccn2)c(=O)c2ccccc12
 : 0.6	-6	-7.0	-6.9	-3.4	-4	-13	4	0	-16
> COc1ccc(CNC(=O)CN(C(=O)c2cc3sccc3n2C)C2CCCC2)cc1
 : -3.4	-5	1.6	-0.7	1.2	-33	-3	33	-3	-14
> Cc1ccc(CNC(N)=S)cc1
 : -1.2	-4	0.4	-0.9	2.8	28	-3	-28	1	0
> Cc1ccc(S(=O)(=O)Nc2cccc3ncccc23)cc1
 : -1.4	-6	0.2	-1.8	-0.3	3	-3	-3	-4	4
> Cc1ccc(C(=O)N/C(=C\c2cccs2)C(=O)NCCCN2CCOCC2)cc1
 : -1.2	4	1.9	-0.1	0.6	x	-3	x	1	-8
> COc1ccccc1/C=C1\SC(N2CCC(C)CC2)=NC1=O
 : -0.4	0	-1.6	-0.6	1.7	-20	13	20	-5	8
> O=C(c1cc(-c2ccccc2)on1)N1CCCC1
 : -0.6	-20	2.3	3.5	1.0	-10	x	10	-1	80
> CCOC(=O)c1ccc(NC(=O)C2COc3ccccc3O2)cc1 (centres undefined)
 : -1.0	9	1.6	-1.0	3.0	1	3	-1	-3	x
> O=C(CO/N=C/c1ccc(OC(F)F)cc1)N1CCc2ccccc21
 : -2.0	1	3.4	-1.6	1.2	2	x	-2	-3	4
> O=C(c1ccoc1)N1CCCC(Nc2ccc(F)c(F)c2)C1 (centres undefined)
 : -2.5	-3	-2.0	-2.9	2.0	25	1	-25	-1	1
> COc1cccc(-c2ncc3ccccc3c2COC(=O)c2cccs2)c1
 : -0.8	1	-0.3	-2.3	4.0	11	2	-11	-1	-12
> COc1ccc(-c2ccnc(SCC(=O)c3ccc(Br)cc3)n2)cc1
 : -2.6	-9	1.4	2.4	1.8	19	x	-19	-8	-4
> COC(=O)C1=CO[C@@H](O[C@@H]2OC(CO)[C@@H](O)[C@@H](O)[C@@H]2O)C2C1CC[C@]2(C)O (some centres undefined)
 : -0.5	-9	3.9	-2.5	3.1	19	0	-19	0	4

Next section.
Under each structure – CAL PDZ FP-2	Tat transport	AddAB inh	Ecoli viability	phage Ecoli inh	SR-BI uptake up	Wnt bcat act	SR-BI DiI inh	CAL PDZ FP-1	MITF TRPM1 HTS
> O=C(COC(=O)c1ccccn1)Nc1cc(Cl)ccc1Cl
 : 0.8	4	-1.3	-0.6	-1.2	23	x	-23	-7	-36
> Cn1cc(Br)c(C(=O)NC2CCCCCC2)n1
 : -2.5	1	x	x	0.6	2	0	-2	-4	7
> O=C(CN1c2cccc3cccc(c23)S1(=O)=O)NCCc1ccccc1
 : -0.5	-1	2.7	0.0	3.2	10	2	-10	1	5
> N#C/C(=C(/O)CCl)c1nc2ccccc2[nH]1
 : -0.2	12	-3.4	-3.8	1.1	8	0	-8	3	-78
> COc1ccc(-c2noc(N3CCC(C(=O)Nc4ccc(F)cc4F)CC3)n2)cc1
 : 0.5	-23	1.2	-1.3	3.4	-39	22	39	-3	-17
